Assay outcomes as filed in PubChem.
PI4K2A inh – PI4K2A (human) kinase inhibition | purified PI4K2A, ADP-Glo luminescence, 1 h; active compounds read low | Q9BTU6 | activity change, negative = inhibition, % at 76.9 µM | actives 0.13% (n = 420,000); in the data active = activity change below about -50%; inconclusive = mostly about -30% to -49%;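 note: -100% = wells without enzyme as full effect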
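ADP-Glo luminescence measured ADP generated by PI4K2A enzyme (4 ug/mL before mixing) with 1.2 mM PI substrate (pre-mix) and 300 microM ATP (pre-mix). Tris pH7.5 buffer with MgCl2, Triton X-100; 1 h reaction at ambient temperature.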
TRHR ag – agonists of human TRH receptor | activation, % at 2 µM | AID 493084 | actives 0.18% (n = 360,000) | P34981 | TRHR cells, calcium flux fluo-8, FDSS agonist mode; in the data active = activation above about 30%; note: 0% is about no effect
Target sequence (P34981 whole entry, looked up): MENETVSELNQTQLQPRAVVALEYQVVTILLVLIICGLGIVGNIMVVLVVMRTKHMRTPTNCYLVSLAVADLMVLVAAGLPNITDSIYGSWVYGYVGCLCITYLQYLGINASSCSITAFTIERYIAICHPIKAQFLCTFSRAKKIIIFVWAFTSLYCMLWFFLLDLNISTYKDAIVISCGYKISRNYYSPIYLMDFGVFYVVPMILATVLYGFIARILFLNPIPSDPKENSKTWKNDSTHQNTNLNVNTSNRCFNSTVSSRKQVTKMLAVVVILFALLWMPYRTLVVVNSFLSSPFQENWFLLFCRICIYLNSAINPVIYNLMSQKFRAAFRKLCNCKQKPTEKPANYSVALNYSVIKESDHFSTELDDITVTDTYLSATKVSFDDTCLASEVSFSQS
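Agonist-mode FDSS calcium read (Ex 480/Em 530, 1 s cycles) in 1536-well TRHR cells with fluo-8 dye, after 10-cycle baseline and 23 nL compound addition; TRH at EC20 (10 nM final) added afterwards for the enhancer phase.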
TrxR1 inh – rat TrxR1 inhibition; O89049; recombinant rTrxR1, NADPH fluorescence consumption, selenite substrate; Potency, µM (top dose mostly 114 µM), without a hit: top-dose activity change, negative = inhibition, most hits filed as inhibitors; actives 1% (n = 390,000); note: potency is the fitted concentration of half-maximal effect; % is set by controls: 0 for no effect and ±100 for the full control effect; nearly all actives have a fitted effect of over 65% in size
Target sequence (O89049 whole entry, looked up): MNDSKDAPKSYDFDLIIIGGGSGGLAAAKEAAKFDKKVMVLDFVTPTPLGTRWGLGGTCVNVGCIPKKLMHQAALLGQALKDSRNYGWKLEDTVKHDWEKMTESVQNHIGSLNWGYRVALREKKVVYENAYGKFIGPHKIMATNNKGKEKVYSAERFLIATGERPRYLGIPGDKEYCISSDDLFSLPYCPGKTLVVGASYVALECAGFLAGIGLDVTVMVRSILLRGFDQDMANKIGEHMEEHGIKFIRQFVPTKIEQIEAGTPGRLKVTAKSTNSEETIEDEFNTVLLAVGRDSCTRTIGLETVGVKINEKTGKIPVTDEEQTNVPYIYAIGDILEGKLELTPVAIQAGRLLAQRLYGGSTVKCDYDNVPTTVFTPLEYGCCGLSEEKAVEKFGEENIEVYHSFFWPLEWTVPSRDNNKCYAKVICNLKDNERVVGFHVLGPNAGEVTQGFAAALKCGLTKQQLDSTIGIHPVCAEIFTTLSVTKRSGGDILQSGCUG
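Rat TrxR1 (90 nM in the dispensed reagent) was pre-reduced with 400 uM NADPH for 5 min at room temperature, then incubated with compound for 15 min. After 400 uM selenite was added, NADPH fluorescence (Ex 340/Em 450 nm) was followed for 8 min.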
D2 antag – D2 dopamine receptor (human) antagonism. actives 2% (n = 340,000). HEK293 TREx D2 cells, calcium flux, dopamine EC80. inhibition, % at 10 µM; in the data active = inhibition above about 30%; note: 0% is about no effect
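Read-out: kinetic calcium fluorescence (1 cycle/s) in inducible HEK293 T-REx D2 cells after an EC80 dopamine addition that followed 180 s compound preincubation. Loss of the dopamine response indicates antagonism.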
TrxR1 substrate – rat thioredoxin reductase 1 substrate activity; purified TrxR1 substrate turnover, NADPH consumption readout; Potency, µM (titrated, usually from 114 µM), for inactives: at the highest dose activity change, negative = substrate turnover; actives 0.01% (n = 390,000); O89049; note: potency is the fitted concentration of half-maximal effect; % is set by controls: 0 for no effect and ±100 for the full control effect; nearly all actives have a fitted effect of over 50% in size
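Rat TrxR1, dispensed at 90 nM, was prereduced with 400 uM NADPH (final) for 5 min at ~22 deg C, then incubated with compound 15 min before 400 uM selenite. A first-read NADPH fluorescence drop versus no-compound background flagged substrates.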
D2 ag – D2 dopamine receptor (human) agonism. AID 485358. activation, % at 2 µM. HEK293 T-REx D2 cells, calcium flux agonist mode. actives 0.53% (n = 340,000);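 active = activation over 3 SD above normal in the single-dose calcium agonist read, cut at about 30% in these data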; note: 0% is about no effect
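Agonism is scored from calcium flux in a force-coupled, inducible HEK293 cell line expressing D2, read kinetically for 180 s after compound addition against dopamine controls.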
mIDH1 inhibitor – inhibitors of human mutant IDH1 R132H. O75874. IDH1-R132H enzyme, NADPH consumption, diaphorase/resazurin fluorescence. Potency, µM (highest dose often 76.6 µM), without a hit: at the top dose activity change, negative = inhibition, actives largely listed as inhibitors. actives 0.093% (n = 390,000). AID 602179; note: potency is the fitted concentration of half-maximal effect; % is set by controls: 0 for no effect and ±100 for the full control effect; nearly all actives have a fitted effect of over 65% in size
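IDH1-R132H (0.5 ug/mL) preincubated 30 min with compound, then NADPH (0.016 mM) and alpha-KG (2 mM) added; 80 min at RT, pH 7.5. Remaining NADPH coupled via diaphorase/resazurin to fluorescence (540/590 nm); concentration-response curves normalized to no-enzyme control.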
TRHR PAM – allosterically enhances the human TRH receptor; actives 0.66% (n = 360,000); TRHR cells, fluo-8 calcium fluorescence, EC20 TRH enhancement; enhancement, % at 2 µM; in the data active = enhancement above about 30%; note: 0% is about no effect
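TRHR-expressing cells loaded with fluo-8 calcium dye were read kinetically (ex 480/em 530) during compound addition, then stimulated with an EC20 of TRH (10 nM final). Enhancement of the Gq-mediated intracellular calcium response was scored.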
USP1 inh – USP1/UAF1 (human) deubiquitinase inhibition; recombinant USP1/UAF1, Ub-Rhodamine cleavage fluorescence; O94782; AID 743255; actives 0.23% (n = 390,000); Potency, µM (top dose mostly 57.1 µM), inactives show at the highest dose activity change, negative = inhibition, usual class: inhibitors; note: potency is the fitted concentration of half-maximal effect; % is set by controls: 0 for no effect and ±100 for the full control effect; nearly all actives have a fitted effect of over 60% in size; inactives centre near -12
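High-throughput fluorogenic screen: 1nM USP1/UAF1 complex, Ub-Rho substrate 150nM final, 50mM HEPES pH 7.8 with 0.5mM EDTA, 0.1 mg/ml BSA, 1mM TCEP and 0.01% Tween-20.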
* hit, by the source's call; [ ] = dose if it differs, or a comment. Unless noted, calls come from the whole dose curve; as a rule, active = well fitted inhibition curve with a large enough effect; inconclusive = small, poorly fitted or top-dose-only effect; inactive = no such curve, though single readings can be large or run the other way.

`COc1ccc(CNC(=O)c2ccc3nc(CCc4ccccc4)oc3c2)cc1` gave PI4K2A inh -4, TRHR ag 1.9, TrxR1 inh 31%[activator][57.1 µM], TrxR1 substrate 11%[57.1 µM], D2 ag 2.0, mIDH1 inhibitor 2%, TRHR PAM 2 and USP1 inh -15%.
COc1ccc(-c2cc(C)no2)cc1S(=O)(=O)N1CCCN(Cc2ccccc2Cl)C1 was read as PI4K2A inh 4, TRHR ag 1.0, TrxR1 inh inconclusive, D2 antag -12, TrxR1 substrate -17%, D2 ag 0.3, mIDH1 inhibitor 3%, TRHR PAM -11 and USP1 inh -17%.
`COc1ccc(OCCCC(=O)OC(C)C(=O)Nc2ccc(C)cc2)cc1` (stereo unspecified) gave PI4K2A inh -4, TRHR ag -0.1, TrxR1 inh 11%, D2 antag -14, TrxR1 substrate -1%, D2 ag -0.1, mIDH1 inhibitor 0%, TRHR PAM 0 and USP1 inh -13%.
COc1ccc(CNC(=O)COC(=O)c2cccs2)cc1 was read as PI4K2A inh 2, TRHR ag 0.6, TrxR1 inh 16%, D2 antag -4, TrxR1 substrate 4%, D2 ag -0.3, mIDH1 inhibitor -5%, TRHR PAM 2 and USP1 inh -16%.
CNC(=O)Cn1c(=O)n(C)c2ccccc21 was read as PI4K2A inh -20, TRHR ag 0.2, TrxR1 inh -4%, D2 antag -6, TrxR1 substrate -3%, D2 ag -0.7, mIDH1 inhibitor -3%, TRHR PAM -4 and USP1 inh -4%.
For CCc1nnc(NC(=O)CSc2nc(-c3ccccc3)cc(-c3ccc(F)cc3)c2C#N)s1 the results were PI4K2A inh -14, TRHR ag 6.6, TrxR1 inh 18%[57.1 µM], D2 antag -15, TrxR1 substrate 22%[57.1 µM], D2 ag 3.3, mIDH1 inhibitor 8%, TRHR PAM 2 and USP1 inh -14%.
Screening CCOC(=O)CSc1nc(C)c(CC)c(C)c1C(N)=O returned PI4K2A inh -2, TRHR ag 0.3, TrxR1 inh 20%[57.1 µM], D2 antag -11, TrxR1 substrate 2%[57.1 µM], D2 ag 0.4, mIDH1 inhibitor -2%, TRHR PAM -3 and USP1 inh -10%.
For CC(=O)c1cn(C)c(=O)n(C)c1=O the results were PI4K2A inh 9, TRHR ag 0.1, TrxR1 inh 16%, D2 antag -7, TrxR1 substrate 7%, D2 ag 2.1, mIDH1 inhibitor 6%, TRHR PAM 0 and USP1 inh -18%.
CNC(=O)c1nnn(Cc2ccccc2)c1NC(C)=O was read as PI4K2A inh 4, TRHR ag -1.6, TrxR1 inh 26%, D2 antag -11, TrxR1 substrate 5%, D2 ag -1.3, mIDH1 inhibitor 3%, TRHR PAM 5 and USP1 inh -1%.
Screening CN1CC=C2C(C#N)=C(N)C(C#N)(C#N)C(Cc3ccccc3)C2C1 (stereo unspecified) returned PI4K2A inh 3, TRHR ag 9.0, TrxR1 inh 6%, D2 antag -18, TrxR1 substrate 42%[activator], D2 ag 28, mIDH1 inhibitor 8%, TRHR PAM 8 and USP1 inh inconclusive.
Screening CCOC(=O)c1oc2cc(O)cc(C)c2c1C returned PI4K2A inh 5, TrxR1 inh 3%, TrxR1 substrate 6%, mIDH1 inhibitor 0% and USP1 inh -16%.
`CCc1nnc(NC(=O)CSc2nnc(-c3ccc(S(=O)(=O)N(CC)CC)cc3)n2CC)s1` gave PI4K2A inh -2, TRHR ag -0.1, TrxR1 inh 9%, D2 antag 0, TrxR1 substrate 1%[0.457 µM], D2 ag 0.2, mIDH1 inhibitor -3%, TRHR PAM -7 and USP1 inh -13%.
For CCCC(=O)Nc1cc(OC)c(NC(=S)Nc2ccc(CC)cc2)cc1OC the results were PI4K2A inh -1, TrxR1 inh -2%, TrxR1 substrate -5%, mIDH1 inhibitor -5% and USP1 inh -12%.
For Cc1cc(C)n(-c2ccc(C(F)(F)F)cc2[N+](=O)[O-])n1 the results were PI4K2A inh -5, TRHR ag -1.1, TrxR1 inh 23%[57.1 µM], D2 antag 3, TrxR1 substrate -13%[57.1 µM], D2 ag 0.2, mIDH1 inhibitor 9%, TRHR PAM 4 and USP1 inh inconclusive.
`Cc1ccccc1Cn1cc(S(=O)(=O)CC(=O)Nc2nccs2)c2ccccc21` gave PI4K2A inh -3, TRHR ag -0.1, TrxR1 inh 24%, TrxR1 substrate 8%, mIDH1 inhibitor 13%, TRHR PAM 1 and USP1 inh -6%.
OCCN1CCOCCN(CCO)CCN(CCO)CC1 was read as PI4K2A inh -4, TRHR ag 0.1, TrxR1 inh 9%[57.1 µM], D2 antag 12, TrxR1 substrate 2%[57.1 µM], D2 ag 0.5, mIDH1 inhibitor 5%, TRHR PAM 14 and USP1 inh -3%.
O=C(Nc1ccc2c(c1)OCCO2)c1c(F)c(F)c(F)c(F)c1F was read as PI4K2A inh 4, TRHR ag -0.2, TrxR1 inh 11%, D2 antag -16, TrxR1 substrate -3%, D2 ag 0.1, mIDH1 inhibitor -4%, TRHR PAM 5 and USP1 inh -9%.
`CNC(=O)c1c(NC(=O)CCS(=O)(=O)c2ccc(C)cc2)sc2c1CCN(C(=O)OC)C2` gave PI4K2A inh -6, TRHR ag 0.0, TrxR1 inh inconclusive, D2 antag -7, TrxR1 substrate 2%, D2 ag -0.5, mIDH1 inhibitor -1%, TRHR PAM 1 and USP1 inh -12%.
`O=C1NCCc2c1[nH]c1c(Cl)ccc(Cl)c21` gave PI4K2A inh 4, TRHR ag 1.2, TrxR1 inh 9%, D2 antag -13, TrxR1 substrate 9%, D2 ag -0.1, mIDH1 inhibitor 11%, TRHR PAM 7 and USP1 inh -14%.
Screening O=C1c2ccccc2NC(c2cccc(O)c2)N1O (stereo unspecified) returned PI4K2A inh 11, TRHR ag -1.1, TrxR1 inh -18%, D2 antag 1, TrxR1 substrate -4%, D2 ag 0.8, mIDH1 inhibitor 26%, TRHR PAM -1 and USP1 inh -6%.
O=C1C(=O)N(CCN2CCOCC2)C(c2ccccn2)/C1=C(/O)c1ccc(Cl)cc1 (stereo unspecified) was read as PI4K2A inh 2, TRHR ag 0.4, TrxR1 inh inconclusive, D2 antag -30, TrxR1 substrate -8%, D2 ag 0.9, mIDH1 inhibitor 1%, TRHR PAM 1 and USP1 inh -1%.
For Cc1ccc(Nc2cc(C)nc3nncn23)c(C)c1 the results were PI4K2A inh -3, TRHR ag -2.1, TrxR1 inh -8%, TrxR1 substrate -7%, D2 ag -0.8, mIDH1 inhibitor 5%, TRHR PAM 1 and USP1 inh -1%.
Screening CCOC(=O)N1CCN(c2c(Nc3ccc4c(c3)OCCO4)c(=O)c2=O)CC1 returned PI4K2A inh 0, TRHR ag -0.7, TrxR1 inh -6%, D2 antag 18, TrxR1 substrate -11%, D2 ag 0.7, mIDH1 inhibitor 9%, TRHR PAM 4 and USP1 inh -13%.
For O=C(Nc1nc2ccccc2[nH]1)c1cc2ccccc2o1 the results were PI4K2A inh 1, TRHR ag -0.6, TrxR1 inh 16%, TrxR1 substrate 13%[57.1 µM], mIDH1 inhibitor -5%, TRHR PAM 0 and USP1 inh -25%.
For CN=C1c2cc3cc(OC)ccc3n2CCN1Cc1ccccc1 the results were PI4K2A inh -4, TRHR ag -0.5, TrxR1 inh 19%, D2 antag -10, TrxR1 substrate 4%, D2 ag -0.7, mIDH1 inhibitor 7%, TRHR PAM 1 and USP1 inh -8%.
`N#Cc1ccccc1NC(=O)CSc1nnc(-c2ccccc2O)n1-c1ccccc1` gave PI4K2A inh 0, TRHR ag -2.1, TrxR1 inh 18%, D2 antag -13, TrxR1 substrate 4%, D2 ag 0.3, mIDH1 inhibitor 4%, TRHR PAM -5 and USP1 inh -6%.
For CC(=O)Nc1nonc1-c1ccccc1 the results were PI4K2A inh 1, TRHR ag -0.2, TrxR1 inh -12%, D2 antag -11, TrxR1 substrate -4%, D2 ag 0.0, mIDH1 inhibitor 1%, TRHR PAM 4 and USP1 inh -23%.
For COc1ccc(C(C)(C)C)cc1NC(=O)Cn1cnnn1 the results were PI4K2A inh -2, TRHR ag 0.1, TrxR1 inh 10%, TrxR1 substrate 2%, mIDH1 inhibitor 1%, TRHR PAM 0 and USP1 inh -16%.
For COc1ccc(C(=O)NCCn2cc(SCc3ccc(C(F)(F)F)cc3)c3ccccc32)cc1OC the results were PI4K2A inh 6, TRHR ag -2.9, TrxR1 inh 28%, TrxR1 substrate -5%, D2 ag 1.1, mIDH1 inhibitor -12%, TRHR PAM -27 and USP1 inh -10%.
For COCCc1nn2c(=O)cc(COC(=O)COc3ccccc3C)nc2s1 the results were PI4K2A inh -6, TRHR ag -0.5, TrxR1 inh -4%[57.1 µM], TrxR1 substrate -4%[57.1 µM], D2 ag 0.2, mIDH1 inhibitor 6%, TRHR PAM 1 and USP1 inh -24%.
For N#C/C(=C\c1ccc[nH]1)C(=O)N1CCCCC1 the results were PI4K2A inh -12, TRHR ag 0.8, TrxR1 inh -5%, D2 antag 15, TrxR1 substrate -12%, D2 ag 1.2, mIDH1 inhibitor -14%, TRHR PAM 1 and USP1 inh -3%.
Screening COCCCNC(=O)CSc1nc2sc(C(=O)OC)c(C)c2c(=O)n1N returned PI4K2A inh -10, TRHR ag 1.2, TrxR1 inh 6%, TrxR1 substrate -8%, mIDH1 inhibitor 8%, TRHR PAM -1 and USP1 inh -15%.
